M18AAP inhibitor: PfM18AAP inhibitors, malaria aminopeptidase, primary screen, biochemical, QFRET, recombinant enzyme; H-Glu-NHMec fluorogenic cleavage; inhibition, % at 7.35 µM; actives 1.2% (n = 290,000); AID 1822, 2009;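 active means inhibition above the campaign mean inhibition over all tested compounds plus 3 SD, cut at about 28% in these data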;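 further: 0% = plate median of test compound wells and 100% = 2 mM ZnCl2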
OXTR potentiate: human OXTR potentiators, primary screen, fluorescence, CHO-OTR cells, Fluo-8 calcium; Oxytocin receptor (Homo sapiens), P30559; activation, % at 3 µM; Fluo-8 calcium fluorescence, potentiator mode; 0% = oxytocin EC15, 100% = EC100; actives 0.061% (n = 320,000);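 active means activation above that plate's cutoff, the mean activation of tested compounds plus 3 SD, cut at about 6.6% in these data, passing the limit was not always enough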;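 further: 100% uses oxytocin at 75 nM as the full agonist control; some results filed as inactive read as strong as hits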
Target sequence (P30559 whole entry, looked up): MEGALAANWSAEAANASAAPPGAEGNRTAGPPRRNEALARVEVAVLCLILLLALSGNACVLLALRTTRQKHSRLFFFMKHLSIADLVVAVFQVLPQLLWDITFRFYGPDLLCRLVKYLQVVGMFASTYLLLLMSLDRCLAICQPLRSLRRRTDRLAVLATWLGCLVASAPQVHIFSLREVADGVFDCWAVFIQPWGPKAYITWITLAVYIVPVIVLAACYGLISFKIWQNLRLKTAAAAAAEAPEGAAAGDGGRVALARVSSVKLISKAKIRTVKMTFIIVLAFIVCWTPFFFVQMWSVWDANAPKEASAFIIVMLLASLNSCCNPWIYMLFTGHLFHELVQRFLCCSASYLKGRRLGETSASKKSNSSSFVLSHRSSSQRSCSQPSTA
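System: human OTR in CHO cells / Also added: sub-maximal oxytocin, roughly EC15 / Control set: EC15 oxytocin low, 75 nM oxytocin high / Schedule: 6 min compound pre-incubation at room temperature, 100 s kinetic read / Compound: single-point 3.0 µM / Replication: singlicate / Technique: Fluo-8 calcium dye fluorescence / Read-out basis: % activation of max/min ratio relative to oxytocin controls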
GalR3 antag: GalR3 antagonists in HEK293 cells, primary screen, cell-based, fluorescence readout. Galanin receptor type 3 (Homo sapiens), O60755. HEK293 GalR3-CNG cAMP membrane potential fluorescence; galR3 body fused to GalR1 C-terminus. inhibition, % at 3 µM. actives 0.44% (n = 360,000). AID 651719, 2012;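 active means inhibition above the screen-wide average plus 3 SD, cut at about 13% in these data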;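 further: forskolin and galanin both at EC90 stimulate the cells; cAMP rise reported by CNG channel membrane potential dye signal; 0% = forskolin plus galanin with DMSO and 100% = forskolin alone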
Target sequence (O60755 1-299 limits assumed): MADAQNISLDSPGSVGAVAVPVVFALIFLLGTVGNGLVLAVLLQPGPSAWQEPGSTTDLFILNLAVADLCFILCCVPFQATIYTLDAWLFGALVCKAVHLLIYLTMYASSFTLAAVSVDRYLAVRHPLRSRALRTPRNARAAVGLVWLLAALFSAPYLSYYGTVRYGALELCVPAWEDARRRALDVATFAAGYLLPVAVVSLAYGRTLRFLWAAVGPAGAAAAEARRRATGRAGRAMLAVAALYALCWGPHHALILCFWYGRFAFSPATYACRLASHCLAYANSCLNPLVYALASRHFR
GPR7 antag: GPR7 receptor antagonists, primary screen, cell-based, fluorescence, single concentration. Neuropeptides B/W receptor type 1 (Homo sapiens), P48145. GPR7-expressing cells, fluorescence antagonist assay. inhibition, % at 4.4 µM. actives 1.1% (n = 290,000). AID 1861, 2009; in the data active means inhibition above about 16%, passing the limit was not always enough;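 further: cells stimulated with the agonist NPW; 0% = agonist with vehicle and 100% = vehicle without agonist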
Target sequence (P48145 whole entry, looked up): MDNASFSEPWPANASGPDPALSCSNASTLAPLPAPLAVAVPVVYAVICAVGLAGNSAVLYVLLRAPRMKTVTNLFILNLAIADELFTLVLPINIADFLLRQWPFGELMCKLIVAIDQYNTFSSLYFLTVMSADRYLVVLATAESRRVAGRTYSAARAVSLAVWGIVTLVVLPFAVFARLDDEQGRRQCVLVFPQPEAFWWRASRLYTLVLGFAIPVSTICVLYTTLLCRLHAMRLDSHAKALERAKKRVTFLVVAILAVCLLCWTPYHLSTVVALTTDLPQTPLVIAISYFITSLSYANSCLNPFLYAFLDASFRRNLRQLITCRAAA
OXTR agonist: human OXTR agonists, primary screen, fluorescence, CHO-OTR cells, Fluo-8 calcium; Fluo-8 calcium fluorescence; normalized: DMSO 0%, oxytocin 100%; activation, % at 3 µM; actives 0.32% (n = 320,000); Oxytocin receptor (Homo sapiens), P30559;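 active means activation above the mean of all tested compounds plus 3 SD, cutoff set per screening run, cut at about 20% in these data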;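 further: peak over basal fluorescence ratio from a 100 s FLIPR kinetic read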
MEKK2 mut-MEK5: MEK5 binding signal on mutant MEKK2 PB1, primary screen, biochemical, multiplex bead flow cytometry, Alexa488-MEK5 | Alexa488-MEK5 binding to MEKK2 mutant | percent response, % at 10 µM | actives 0.35% (n = 290,000) | AID 1530, 2009; in the data active means percent response above about 24%, passing the limit was not always enough; further: inactives centre near 1; some results filed as inactive read as strong as hits
MEKK2 WT-MEK5: modulators of MEK5 binding to wildtype MEKK2, primary screen, biochemical, multiplex bead flow cytometry, Alexa488-MEK5 | actives 1.1% (n = 290,000) | Mitogen-activated protein kinase kinase kinase 2 (Homo sapiens), Q9Y2U5 | binding response (% of control), % at 10 µM | Alexa488-MEK5 binding to MEKK2 WT; actives lie on both sides; in the data active means binding response below about 67% or above about 130%
V1R ag counter: agonists of human V1a receptor, primary screen, counter-screen for OXTR agonist project, fluorescence, CHO-V1R cells; Vasopressin V1a receptor (Homo sapiens), P37288; Fluo-8 calcium fluorescence, agonist mode; 0% DMSO, 100% 3 nM vasopressin; activation, % at 3 µM; actives 0.25% (n = 320,000); AID 2797, 2010;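 active means activation above the mean activation of all tested compounds plus 3 SD, per screening run, cut at about 20% in these data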;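 further: signal is peak over basal fluorescence ratio across a 100 second FLIPR read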
NALP1 inh: NALP1 inflammasome inhibitors in reconstituted yeast, colorimetric, S. cerevisiae, triplicate retest. S. cerevisiae NALP1/ASC/caspase-1 growth, X-gal OD620, 72 h. inhibition, % at 10 µM. actives 0.61% (n = 280,000); in the data active means inhibition mostly above about 24%, no sharp cut-off; inactive means mostly below about 32%; further: some compounds called inactive have numbers as strong as hits
An asterisk follows results filed as active; . = no result given.

SMILES	M18AAP inhibitor	OXTR potentiate	GalR3 antag	GPR7 antag	OXTR agonist	MEKK2 mut-MEK5	MEKK2 WT-MEK5	V1R ag counter	NALP1 inh
CC(NS(=O)(=O)c1ccc(OCC(=O)NCc2ccncc2)cc1)c1ccccc1 (configuration not stated)	0	-9	-8	-2	0.7	-2	98	-0.1	10
N#Cc1ccccc1OCc1cccc(S(=O)(=O)N2CCOCC2)c1	.	-8	-5	.	3.1	.	.	2.9	.
O=C(COC(=O)CC1CCS(=O)(=O)C1)Nc1ccc(F)cc1 (configuration not stated)	.	-12	-5	.	0.9	.	.	0.4	.
S=C(NCc1ccccc1)NCc1cccc(CNC(=S)NCc2ccccc2)c1	-10	-17	-7	13	9.1	-3	105	8.0	.
CCOc1ccccc1NC(=O)NCc1ccco1	-12	8	1	-11	0.4	18	109	-1.1	11
COc1cccc(-c2c(C(=O)N/N=C(\C)c3cccs3)nnn2-c2nonc2N)c1	9	-7	-7	-19	44*	2	100	60*	-16
Cc1cc(C)c(Cn2ncn(-c3ccc(Br)cc3)c2=O)c(C)c1	-2	-16	-3	1	-1.6	3	105	-1.4	9
COc1ccc(N(CC(=O)Nc2cccc(C)c2)S(=O)(=O)c2c(C)n[nH]c2C)cc1	-3	-4	-4	-8	0.2	-3	98	0.8	-7
CCOC(=O)C1CCN(S(=O)(=O)c2ccc(OCC)cc2)CC1	3	-7	-4	-4	0.8	6	101	0.6	30
Cc1cc(NC(=O)CCC(=O)N(CC(=O)NCC2CCCO2)c2cccc(F)c2)no1 (configuration not stated)	2	2	-7	1	-0.2	10	111	-0.4	-3
COc1ccc(C2CCCN2C(=S)Nc2ccc(C)cc2C)cc1OC (configuration not stated)	1	-6	8	-14	1.4	7	105	4.5	-5
Cc1ccc(S(=O)(=O)NCC(=O)OCC(=O)NC(=O)c2cccn2C)cc1	8	-8	-6	4	0.2	1	100	0.9	6
NCCCC[C@@H]1NC(=O)c2cc([N+](=O)[O-])cc(F)c2NCCCC[C@@H](C(N)=O)NC(=O)CNC1=O	-5	-1	-6	-7	0.6	12	135*	0.3	24
COc1ccccc1-c1ccc(SCc2cccc(F)c2)nn1	5	-9	-2	29*	-2.0	-3	97	-0.6	-15
O=C1C2C3c4ccccc4C(c4ccccc43)C2C(=O)N1c1cccc2cccnc12 (configuration not stated)	0	-19	-3	-3	-2.3	2	103	-0.4	-3
COc1ccc(S(=O)(=O)N2CCC(C(=O)NCC3CCCCC3)CC2)cc1	2	-13	-5	-2	1.8	-1	100	0.9	11
COc1ccc(CCNC(=O)CCCCC(=O)NCCc2ccc(OC)cc2)cc1	2	-13	-4	-9	0.1	4	106	0.5	-16
COc1ccc(C2=NOC(C(=O)Nc3c(C)n(C)n(-c4ccccc4)c3=O)C2)cc1 (configuration not stated)	-3	2	-1	-8	-0.2	15	109	0.1	5
COc1cc(/C=N/NC(N)=S)ccc1OCC(=O)Nc1ccc(C)c(C)c1	0	-26	5	3	-0.4	5	102	0.3	23
COc1ccc(/C=N/NC(=O)c2ccn[nH]2)cc1COc1ccc(Cl)cc1	3	-5	-4	0	-0.4	3	101	0.3	23
COc1ccc(C)cc1NC(=O)CNC(c1ccccc1)c1ccc(C)cc1 (configuration not stated)	0	-19	-7	15	1.3	-1	100	0.1	12
CCOC(=O)c1c(NC(=O)c2nn(CC)cc2Br)c(C#N)cn1-c1ccccc1	1	4	-7	-18	-1.8	2	97	-0.5	3
O=C(O)c1c2c(nc3ccccc13)/C(=C/c1ccc(O)cc1)CCC2	5	-5	-5	-7	-0.1	-1	103	-0.7	-5
Cc1nn(-c2ccccc2)c2c1C(=O)N(Cc1ccccc1)C(=O)C(C)(C)C2	0	-16	2	-8	-2.5	2	100	-0.2	2
O=C(COc1ccc2ccccc2c1)N1CCN(C(=O)c2ccc([N+](=O)[O-])cc2)CC1	-1	-4	-5	0	0.4	12	101	0.3	-8

Next section.
SMILES	M18AAP inhibitor	OXTR potentiate	GalR3 antag	GPR7 antag	OXTR agonist	MEKK2 mut-MEK5	MEKK2 WT-MEK5	V1R ag counter	NALP1 inh
CCc1cc2c(=O)[nH]c(COC)nc2s1	-5	-3	-3	5	0.1	-5	94	3.8	29
CCN(CC)S(=O)(=O)c1ccc(N2CCCC2)c(NS(=O)(=O)c2ccc(F)cc2)c1	6	-10	-1	-6	-3.0	-3	97	-1.4	1
CC(C)OC(=O)CN1CCN(S(=O)(=O)c2cc(Cl)ccc2Cl)CC1	-13	-9	1	27*	0.2	14	107	1.0	20
O=C(NCc1ccccc1Cl)C1CCN(S(=O)(=O)N2CCC3(CC2)OCCO3)CC1	-5	-4	0	-12	-1.3	.	.	0.1	4
CCN1CCN(C(=O)CCCCCn2c(=O)[nH]c3cc(C(=O)OC)ccc3c2=O)CC1	-3	-10	-6	2	7.1	-1	96	-0.1	9
CC1=C[C@H]2Cc3cc(C)cc(C)c3S(=O)(=O)[C@@H]2C=C1	-3	-8	0	-2	-2.2	1	96	-1.5	10
CN(c1ccccc1)S(=O)(=O)c1ccc(Cl)c(C(=O)OCC(N)=O)c1	3	-11	-6	-5	1.9	-1	99	-0.2	-3
CCn1c(O)c(N=NC(=O)C2C(=O)NCC2c2ccccc2)c2ccccc21 (configuration not stated)	2	-4	-10	5	-0.3	17	115	1.3	19
O=C(NC(C(=O)c1ccccc1)N1CCCCC1)c1ccccc1 (configuration not stated)	-1	-21	-2	-13	-1.1	1	99	0.8	-14
COc1cc([N+](=O)[O-])cc(/C=N/NC(=O)CSc2nnc(-c3ccccc3)n2C)c1O	-4	2	.	-5	0.6	-14	98	0.0	.
CCC(=O)N/N=C(\C)CC(=O)Nc1cc(Cl)ccc1C	2	-9	-3	13	0.1	-2	93	-0.4	40
CCCCOC(=O)Nc1nc2ccc(OC)cc2s1	3	-8	-5	-5	-0.6	3	102	-0.1	30
CN(C)c1ccc(C=C(c2nnnn2-c2ccccc2)c2nnnn2-c2ccccc2)cc1	-9	-3	-1	-3	2.1	-2	100	4.9	24
CSc1ccc(/C=C/C(=O)NC23CC4CC(CC(C4)C2)C3)cc1	0	-14	-6	-17	-2.4	-2	95	0.5	17
CCCCCCn1c(N2CCN(c3cccc(Cl)c3)CC2)nc2c1c(=O)[nH]c(=O)n2C	1	-6	-1	-3	-0.1	-5	91	-1.1	9
COc1ccc(C23CC4CC(CC(C(=O)O)(C4)C2)C3)c(F)c1	-8	-5	-9	7	-0.6	4	102	2.0	19
CC1CCC2(CC1)NC(=O)N(CC(=O)Nc1cccnc1Cl)C2=O (configuration not stated)	.	3	-4	.	0.0	.	.	0.6	.
COCCCNS(=O)(=O)c1ccc(SC)cc1	-7	-4	-1	0	-0.6	-1	102	0.4	26
COC(=O)c1ccc2c(c1)N(Cc1nc(-c3ccc(Cl)cc3)oc1C)C(=O)C1CCCN21 (configuration not stated)	.	3	1	.	-0.2	.	.	-0.7	.
CSc1nc(Oc2ccc(C)cc2)cc(C(F)(F)F)n1	13	-9	2	17	1.0	-3	98	-0.4	-5
CCOC(=O)/N=C(/NC(=O)Nc1ccc(C(=O)OCC)cc1)OC	0	-14	-3	-8	1.1	6	110	2.8	-1
Cc1cc(C)n(-c2nc3ccccc3n3nnnc23)n1	-3	-4	2	-7	-0.3	-2	96	0.1	-13
Cc1csc(SCC(=O)Nc2nncs2)n1	10	-4	-8	0	-0.3	-4	98	-1.1	-3
O=C(c1cc2c(s1)-c1ccccc1OC2)N1CCN(c2ccccc2)CC1	-6	1	1	7	-0.5	12	103	1.3	-4
O=C(N/N=C/c1c[nH]c2ccc(Br)cc12)c1ccn(Cc2ccc(Cl)cc2)n1	-9	-9	-5	4	2.3	.	.	0.7	-2

4 compounds drawn at random from those above, as already listed:
SMILES	M18AAP inhibitor	OXTR potentiate	GalR3 antag	GPR7 antag	OXTR agonist	MEKK2 mut-MEK5	MEKK2 WT-MEK5	V1R ag counter	NALP1 inh
O=C(c1cc2c(s1)-c1ccccc1OC2)N1CCN(c2ccccc2)CC1	-6	1	1	7	-0.5	12	103	1.3	-4
COC(=O)c1ccc2c(c1)N(Cc1nc(-c3ccc(Cl)cc3)oc1C)C(=O)C1CCCN21 (configuration not stated)	.	3	1	.	-0.2	.	.	-0.7	.
CCOC(=O)/N=C(/NC(=O)Nc1ccc(C(=O)OCC)cc1)OC	0	-14	-3	-8	1.1	6	110	2.8	-1
COc1cc([N+](=O)[O-])cc(/C=N/NC(=O)CSc2nnc(-c3ccccc3)n2C)c1O	-4	2	.	-5	0.6	-14	98	0.0	.

The list continues:
SMILES	M18AAP inhibitor	OXTR potentiate	GalR3 antag	GPR7 antag	OXTR agonist	MEKK2 mut-MEK5	MEKK2 WT-MEK5	V1R ag counter	NALP1 inh
CC1(C)CC(=O)C=C(OC(=O)c2ccc(Cl)cc2)C1	-1	-5	-1	-7	0.8	14	106	0.4	30
CCN1C(=O)C(CC(=O)Nc2ccc(OC)cc2)N(CCc2ccc(F)cc2)C1=S (configuration not stated)	1	-7	-3	13	3.0	-3	100	4.8	12
CCc1cc2ccccc2nc1SCC(=O)Nc1cc(OC)c(OC)cc1C(=O)O	22	-2	1	-2	-1.4	2	98	0.2	-12
O=C(CN1C(=O)C2CC=CCC2C1=O)Nc1nccs1 (configuration not stated)	.	-5	-4	.	-0.6	7	97	0.2	17
O=C(Nc1nc2c(F)cc(F)cc2s1)c1ccco1	6	-4	.	1	1.5	6	102	1.6	-2
Cc1noc(C)c1S(=O)(=O)N1CCCC(C(=O)NCc2ccccc2Cl)C1 (configuration not stated)	2	2	-6	17	0.6	1	103	0.6	5
CC(=O)CN1Cc2ccccc2/C1=N\C(=O)Nc1ccccc1	-7	-6	-4	1	0.0	-9	86	0.3	-2
CC(C)N(CCNC(=O)c1oc(=O)c2ccccc2c1-c1ccccc1)Cc1ccco1	1	1	0	-11	-2.2	-13	90	-1.8	4
COc1cc(NS(=O)(=O)c2cc3c(cc2C)NC(=O)CO3)cc(OC)c1	-6	-7	.	2	6.1	0	100	5.9	12
C=CCOc1ccc(/C=C/C(=O)OC(C)C(=O)Nc2ccc(NC(C)=O)cc2)cc1 (configuration not stated)	.	-11	-6	.	1.3	.	.	1.2	.
Cc1ccc(/C(O)=C2\C(=O)C(=O)N(CCN(C)C)C2c2ccccc2F)cc1 (configuration not stated)	1	2	-2	-3	-0.1	1	91	0.7	-3
Cc1ccc(OCC(=O)NC2CCS(=O)(=O)C2)c([N+](=O)[O-])n1 (configuration not stated)	.	-1	1	.	1.0	.	.	0.1	.
O=C(CN1CCSC1=NCc1ccccc1)c1ccc(Cl)cc1	-7	-5	2	5	-1.3	-1	108	-0.7	36

From PubChem
